Myeloid diff 2 = myeloid differentiation induction; calls only at 10 µM; ER-HoxA9 myeloid progenitors, lysozyme-GFP differentiation, flow cytometry; actives 1% (n = 360,000);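 active = normalized GFP-positive differentiation at or above the plate's own cutoff, the solvent-only control mean plus 3 SD; inconclusive = no clear call, values can overlap the other calls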;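 also: cells exposed to compound for four days before flow analysis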
GPR55 LPI antagonism = inhibition of LPI-stimulated GPR55 beta-arrestin translocation – imaging, U2OS, beta-arrestin-GFP, LPI agonist, primary screen (AID 2013). U2OS GPR55 beta-arrestin-GFP translocation imaging, LPI antagonism; higher % means a stronger effect. actives 0.13% (n = 290,000). inhibition, % at 10 µM, or IC50 in µM where a hit was titrated;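 active = spots per cell inhibited over 60%, with over 100 cells counted and total cytoplasm intensity under 500,000; inconclusive = wells with under 100 cells, flagged as likely toxic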;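 also: U2OS cells stably carrying GPR55 and arrestin-GFP stimulated by 5 µM LPI near EC80; imaged beta-arrestin-GFP aggregate spots per cell after agonist stimulation; plate controls were LPI-stimulated DMSO wells for no effect and DMSO wells without LPI for full effect; some results filed as inactive read as strong as hits; confirmed hits need IC50 under 10 µM and bright autofluorescent wells are also inconclusive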
NOD1 NF-kB reporter = NOD1 signaling inhibitors, primary screen, cell-based, luminescence, uHTS (AID 1578) | NOD1-driven NF-kB luciferase reporter cells, luminescence; higher % means a stronger effect | inhibition, % at 4 µM, or EC50 in µM where a hit was titrated | actives 1% (n = 290,000); in the data active = inhibition mostly above about 36%, no sharp cut-off; inactive = mostly below about 34%;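 also: HEK-293T reporter cells stimulated with the NOD1 agonist gamma-tri-DAP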
KOR beta-arrestin-1 = KOR agonists, beta-arrestin recruitment, primary screen, cell-based, luminescence, uHTS (AID 1777) | actives 0.02% (n = 280,000) | KOR beta-arrestin recruitment, luminescence; higher % means a stronger effect | activation, % at 10 µM, or EC50 in µM where a hit was titrated; in the data active = activation above about 50%, passing the limit was not always enough; also: a part of the inactive calls stands beside numbers as strong as those of hits
T cell HTS = T cell immune modulation candidate; actives 0.068% (n = 330,000); 2C CD8+ T cell-vesicle binding, flow cytometry; stronger effect = lower value; AID 2052; calls only at 7 µM;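 active = response, share of CD8 T cells binding vesicles, and their 90th percentile fluorescence all below set limits, cut at about 80% in these data, passing the limit was not always enough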
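System: murine 2C transgenic CD8+ T lymphocytes; also added: QL9-loaded Drosophila micro-vesicles; times: binding 1.5 h at 37 °C; measured by: flow cytometry, PE anti-B7-1 (FL2) versus Alexa647 anti-CD8 (FL8), PFA-fixed; control set: Peptide-free naked vesicles (low) and QL9 vesicles with 0.7% DMSO vehicle (high)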
HEK293 NOD2/NF-kB = NOD2 signaling inhibitors, cell-based, luminescence, uHTS, HEK293 (AID 1566) | HEK293 NOD2/NF-kB luciferase reporter, luminescence; higher % means a stronger effect | actives 0.63% (n = 290,000) | inhibition, % at 4 µM, or EC50 in µM where a hit was titrated; also: many of its hits are not listed in these tables
NTR1 ag = NTR1-driven beta-arrestin-GFP spot formation – imaging, U2OS cells, high content, primary screen (AID 493036). P30989. agonist mode. activation, % at 20 µM. actives 0.17% (n = 330,000);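 active = activation at or above 40% of the spot to cytoplasm intensity ratio, with at least 20 cells analyzed; inconclusive = wells under 20 cells, flagged as cytotoxic or low count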;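 also: 0% = DMSO without peptide and 100% = 100 nM NTR1 peptide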
Target sequence (P30989 whole entry, looked up): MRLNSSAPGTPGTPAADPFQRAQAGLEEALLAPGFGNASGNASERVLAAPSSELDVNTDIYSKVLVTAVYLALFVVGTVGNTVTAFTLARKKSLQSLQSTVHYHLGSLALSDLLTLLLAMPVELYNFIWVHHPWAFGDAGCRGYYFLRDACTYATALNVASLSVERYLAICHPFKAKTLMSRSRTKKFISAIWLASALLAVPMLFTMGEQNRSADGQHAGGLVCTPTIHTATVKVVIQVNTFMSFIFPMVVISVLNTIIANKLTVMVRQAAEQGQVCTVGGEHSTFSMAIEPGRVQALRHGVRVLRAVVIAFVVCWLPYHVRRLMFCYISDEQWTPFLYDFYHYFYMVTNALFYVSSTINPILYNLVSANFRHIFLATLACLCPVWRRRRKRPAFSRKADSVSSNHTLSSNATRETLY
KOR beta-arrestin-2 = kappa opioid receptor blockers – cell-based, luminescence, uHTS (AID 1778) | inhibition, % at 10 µM, or IC50 in µM where a hit was titrated | actives 0.091% (n = 290,000) | KOR beta-arrestin recruitment, luminescence, antagonist mode; higher % means a stronger effect; also: strong numbers were not always called active
GPR55 activation = GPR55 agonists via beta-arrestin recruitment, primary screen, imaging, U2OS cells, beta-arrestin-GFP redistribution (AID 1961); U2OS GPR55 beta-arrestin-GFP redistribution imaging; higher % means a stronger effect; activation, % at 10 µM; hits with a dose series show EC50 in µM; actives 0.048% (n = 290,000);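 active = activation above 40% with more than 50 cells counted in the well; inconclusive = wells holding fewer than 50 cells, flagged as toxic or sparse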;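 also: U2OS osteosarcoma cells stably expressing GPR55 and beta-arrestin-GFP; plate controls were DMSO negative control for no effect and LPI positive control for full effect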
T cell HTS vesicle-bound % = second read-out of T cell HTS, no call of its own (marks repeat the call); double positive events, %; measured here: CD8+ vesicle-bound cell fraction;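 binding gate set so that unloaded-vesicle control wells show 10% double positive cells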
NTR1 ag cell count 20 µM = further read-out of NTR1 ag, marked with its call; cell count; measured here: cell count, cytotoxicity flag
Myeloid diff 2 GFP+ MAC1+ % = recorded beside Myeloid diff 2, whose call it bears; GFP+ MAC1+ double positive, %; measured here: differentiation confirmed by MAC1 staining
* = called active by the depositor; i = inactive; ? = inconclusive; / = no result given; + = active, no number; [ ] = another dose, or the depositor's remark. Rule as the data show it, unless noted: active = inhibition above about 50%; inactive = the rest.

SMILES	Myeloid diff 2	Myeloid diff 2 GFP+ MAC1+ %	GPR55 LPI antagonism	NOD1 NF-kB reporter	KOR beta-arrestin-1	T cell HTS	T cell HTS vesicle-bound %	HEK293 NOD2/NF-kB	NTR1 ag	NTR1 ag cell count 20 µM	KOR beta-arrestin-2	GPR55 activation
CN1CCC(O)(c2ccccc2)C2CCCC21 (stereo not given)	i	9.1	9%	-19%	-2.7%	i	17	4%	-0.9	94	7%	-0.2%
O=C(Nc1cccc(OC(=O)N2CCCCC2)c1)N1CCOCC1	i	1.1	-3%	-9%	3.7%	i	8	0%	-0.8	36	-24%	0.4%
Cc1cccc(NC2=NCCCS2)c1C	i	5.0	4%	-14%	0.7%	i	14	2%	-0.8	54	33%	0.0%
O=c1[nH]c(O)c(N=Nc2ccc(S(=O)(=O)N3CCOCC3)cc2)c(=O)[nH]1	i	0.0	4%	-7%	-5.3%	i	60	4%	-1.1	75	14%[20 µM]	-0.1%
Fc1ccc(C2NCCc3[nH]cnc32)cc1 (stereo not given)	i	1.4	-5%	-32%	4.7%	i	41	10%	0.5	63	7%	0.7%
CCCC(=O)C1C(=O)NC(=O)NC1=O	i	0.7	-3%	-14%	-2.0%	i	17	19%	-1.8	44	24%	0.0%
CCOc1cc(CNCCc2c[nH]c3ccccc23)cc(Cl)c1OC	i	0.0	44%	-41%	/	i	27	-1%	2.3	61	-86%[20 µM]	-0.1%
CC(C)CCNC(=O)CN1C(=O)CN=C(c2ccccc2)c2ccccc21	i	1.3	-4%	-4%	/	i	10	9%	-0.4	54	-5%	0.0%
CC(=NCC1CCCO1)c1c(O)n(Cc2ccccc2)c(=O)[nH]c1=O (stereo not given)	i	1.1	-5%	-6%	-5.1%	i	29	15%	-3.1	110	3%	-0.4%
Cc1n[nH]c(C)c1CCN	i	0.7	15%	3%	-3.1%	i	36	24%	0.6	29	8%	0.0%
CCOC(=O)C1(CCOc2ccccc2)CCN(C2Cc3ccccc3C2)CC1	i	0.4	22%	4%	-6.2%	i	25	-9%	3.1	44	-34%[20 µM]	-0.1%
CCN1CCN(c2ccc(N)cc2)CC1	i	0.0	-1%	-19%	-6.8%	i	29	9%	-0.1	41	2%	-0.4%
Cn1c(O)c(C=NCCCCCCCCCCC(=O)O)c(=O)n(C)c1=O	i	0.2	7%	0%	-0.3%	i	36	11%	2.8	68	10%	-0.2%
COCCCn1c(-c2ccc(OC)cc2)cc(C(=O)NC2CCCCCCC2)c1C	i	0.3	7%	-14%	1.5%	i	20	-9%	8.9	90	22%	-0.3%
O=C(COc1ccc(S(=O)(=O)N2CCOCC2)cc1)N1CCN(Cc2ccc3c(c2)OCO3)CC1	i	5.1	0%	17%	-7.6%	i	11	20%	3.7	79	20%	-0.1%
Cc1ccc2nsnc2c1-n1c(C)nc2ccccc2c1=O	+	15*	7%	-18%	1.5%	i	48	13%	-0.5	76	8%	-0.3%
CN1CCCN(C(=O)COc2ccc(F)cc2Cl)CC1	i	0.4	-12%	-28%	0.3%	i	11	11%	1.0	52	-12%	0.0%
CCn1ccnc1CN1CCCC(C(=O)c2cc(C)c(OC)c(C)c2)C1 (stereo not given)	i	0.2	-10%	-19%	/	i	18	9%	2.1	64	-17%[20 µM]	-0.1%
COc1ccc(/C=C2/C(=O)NC(=O)N(c3ccc(C)c(C)c3)C2=O)cc1CN1C(=O)c2ccccc2C1=O	i	0.5	3%	-4%	1.8%	i	46	-9%	2.3	67	-33%	-0.3%
Fc1cccc(C2NCc3ccccc3-n3cccc32)c1 (stereo not given)	i	0.3	4%	-14%	2.6%	i	65	7%	-1.0	90	7%	-0.3%
O=[N+]([O-])c1ccc(N2CCCC(C(F)(F)F)C2)c2ccncc12 (stereo not given)	i	0.8	4%	25%	-5.2%	i	34	39%	11	45	-3%	-0.2%
COc1cc(C=C2C(=O)NC(=O)NC2=O)ccc1OCc1ccc([N+](=O)[O-])cc1	i	0.1	-1%	-52%	-3.2%	/	/	-41%	/	/	39%	1.6%
CC(=O)NC(=O)NC(C)Cc1ccccc1 (stereo not given)	i	1.9	10%	-13%	2.1%	i	10	-7%	0.1	67	-31%	-0.2%
c1ccc2c(CN3CCCCCCC3)c[nH]c2c1	+	1.9*	20%	16%	-0.5%	i	44	20%	-1.1	72	6%	-0.1%
CC[C@@]1(O)C(=O)OCc2c1cc1n(c2=O)Cc2cc3c(NC(=O)CN)cccc3nc2-1	/	/	2%	8%	-0.6%	/	/	-40%	-0.9	79	-18%	-0.2%

Next section.
SMILES	Myeloid diff 2	Myeloid diff 2 GFP+ MAC1+ %	GPR55 LPI antagonism	NOD1 NF-kB reporter	KOR beta-arrestin-1	T cell HTS	T cell HTS vesicle-bound %	HEK293 NOD2/NF-kB	NTR1 ag	NTR1 ag cell count 20 µM	KOR beta-arrestin-2	GPR55 activation
CC12CN3CC(C)(CN(C1)C3c1ccco1)C2=O (stereo not given)	i	1.0	4%	-3%	-7.4%	i	12	0%	-4.7	86	-35%	-0.1%
CCC(=NCc1cccnc1)c1c(O)n(Cc2ccccc2)c(=O)[nH]c1=O	i	1.0	10%	-18%	4.0%	i	54	-6%	-0.6	93	-3%	0.3%
Oc1c(CN2CCN(c3ccccn3)CC2)cc(Cl)c2cccnc12	?	/	10%	4.6µM*	-2.4%	i	2	8.1µM*	4.5	56	6%	-0.2%
CC(O)(CS(=O)(=O)c1ccccc1)C(=O)Nc1cccc(C(F)(F)F)c1 (stereo not given)	i	1.6	23%	6%	2.9%	i	36	12%	0.7	66	-20%	0.3%
CCOC(=O)[C@@]1(C#N)[C@@H]2C=CC(C(N)=O)=CN2[C@@H](C(N)=O)[C@@H]1c1cccc(Cl)c1	+	17*	4%	-21%	-4.0%	i	51	3%	-0.1	50	22%	0.1%
c1cncc(C2CCCCN2Cc2ccc3c(c2)OCO3)c1 (stereo not given)	i	1.0	0%	-14%	-2.5%	i	11	12%	0.5	52	30%	-0.2%
S=C1NC2(CCCCC2)NC12CCCCC2	i	0.1	4%	2%	-3.1%	i	28	14%	-1.7	77	8%	0.2%
CCOC(=O)c1cccc([P+](=O)O)c1	i	1.7	13%	-32%	-1.5%	i	36	13%	1.0	93	-10%	0.9%
CC(C)n1c(=O)c(C=Nc2ccc(Br)cc2)c(O)n(Cc2ccco2)c1=O	i	0.4	8%	-9%	-0.1%	i	60	-6%	3.0	92	-46%	-0.2%
CC(C)(C)P(=O)(c1ccncc1)N1CCCC1 (stereo not given)	i	8.0	0%	-14%	-3.8%	i	16	-2%	-0.6	44	29%	-0.1%
O=C(CN1CCCC1=O)N1CCOCC1	i	1.3	0%	3%	-2.1%	i	15	8%	-2.0	83	-26%	0.3%
S=C1CN=C(c2ccccc2Cl)c2cc(Cl)ccc2N1	i	1.2	-3%	-15%	0.5%	i	11	23%	-1.2	88	17%	-0.2%
COc1ccc2c(C)c(CC(=O)N3C[C@H]4C[C@@H](C3)c3cccc(=O)n3C4)c(=O)oc2c1	i	2.3	4%	-6%	-6.2%	i	18	11%	-1.6	108	-3%[20 µM]	-0.2%
Clc1ccc(C2NCCc3[nH]cnc32)cc1 (stereo not given)	i	0.2	-1%	-23%	5.9%	i	1	-7%	3.1	43	0%	0.3%
O=c1c2ccccc2nc(/C=C/c2ccco2)n1-c1ccccc1O	i	0.4	9%	-16%	-0.3%	i	19	-14%	0.2	52	-13%	-0.1%
CCOC(=O)N1CCN(C(=O)c2ccc(Cn3c(=S)[nH]c4ccc(Br)cc4c3=O)cc2)CC1	?	/	-6%	4.2µM*	-0.1%	i	24	4.2µM*	14	58	11%	-0.1%
CN1C(=O)C(=Cc2ccccc2OCc2ccccc2Cl)C(=O)N(C)C1=O	i	0.2	-9%	-38%	1.1%	i	44	-3%	6.2	97	-55%	-0.3%
CN1C(=O)NC(=O)[C@]2(Cc3ccccc3N3CCN(c4ccccc4)CC32)C1=O (stereo not given in full)	i	1.9	7%	-2%	-4.8%	i	14	-15%	-0.8	56	-8%	-0.1%
CCOP(=O)(OCC)C(NC(=O)CN1C(=O)c2ccccc2S1(=O)=O)C(Cl)(Cl)Cl (stereo not given)	i	0.1	4%	-22%	1.3%	i	0	2%	0.5	76	-9%	0.0%
CCC(C)n1c(C)cc(C(N)=O)c1C (stereo not given)	i	0.3	0%	-19%	-2.8%	i	61	24%	0.8	71	-6%	-0.3%
CC1C2Cn3c(nc4ccccc43)C1N(C)O2 (stereo not given)	i	1.5	4%	6%	7.1%	i	16	-11%	-2.7	101	-7%	-0.1%
COc1ccc(OC)c(CN2CCN(C(=O)Cc3ccccc3)CC2)c1	i	1.2	-2%	-16%	0.7%	i	55	12%	0.0	46	-29%[20 µM]	-0.1%
Cc1cc(C)c(C#N)c(SCc2nnc(-c3ccccc3)o2)n1	i	1.2	-2%	11µM*	9.4%	i	38	/	1.7	55	-25%	0.2%
N#CCC(=O)NN1Cc2ccccc2C1=N	i	0.0	12%	-37%	-4.0%	i	47	9%	1.3	77	3%	-0.3%
O=c1[nH]c(=O)n(CCC2=CCCCC2)c(O)c1C=NC1CCN(Cc2ccccc2)CC1	i	0.3	5%	24%	-3.0%	i	25	37%	5.1	51	-12%	-0.3%
Cc1onc(-c2c(Cl)cccc2Cl)c1C(=O)Nc1ccc2c(C(F)(F)F)cc(=O)oc2c1	i	1.0	-2%	1%	/	i	26	-6%	1.8	58	15%	0.9%
Cc1ccc(OCC(=O)N2CCCC(N3CCN(c4ccc(F)cc4)CC3)C2)cc1 (stereo not given)	i	0.6	4%	-23%	-3.4%	i	15	-26%	-0.4	50	-29%	-0.1%
CCC12CN3CCN(CC(C3)C1O)C2 (stereo not given)	i	1.2	10%	-2%	-3.8%	i	32	12%	-0.2	78	10%	0.7%
CCC1(C(=O)c2ccc(C)cc2)C2c3ccccc3OC(=O)C21C(=O)O (stereo not given)	i	0.4	7%	2%	/	i	34	6%	0.0	55	25%	-0.1%

Looked up above:
`O=c1c2ccccc2nc(/C=C/c2ccco2)n1-c1ccccc1O` in KOR beta-arrestin-2: -13%
`Clc1ccc(C2NCCc3[nH]cnc32)cc1` (stereo not given) in T cell HTS vesicle-bound %: 1

A portion of the library; the hit share may differ from the screen's.
